Screening results: PubChem, Broad Institute
CFTR F508del cor = correctors of CFTR F508del function in bronchial epithelial cells; CFBE cells, YFP halide quenching; stimulated with forskolin plus potentiator P3; % fluorescence drop versus neutral controls; activity (quench increase), % at 7.58 µM; hit rate 0.36% among 350,000;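 active = mean added fluorescence quench of at least 8% versus neutral control, with both replicates also reaching 8%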;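 note: cells transiently co-express mutant CFTR-F508del with the halide-sensitive YFP; corrector assay measuring rescue of mutant channel to the surface after 24 h compound exposure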
FN deposition inh = fibronectin deposition inhibition | hit rate 0.086% among 350,000 | inhibition, % at 12.6 µM | AH1F fibroblasts, Alexa488-fibronectin deposition fluorescence, overnight;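 active = mean inhibition across replicates of 30% or more, regardless of how many single replicates reach that level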;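 note: positive control wells lacked labelled fibronectin entirely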
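Material: AH1F fibroblast monolayer depositing Alexa488-labelled fibronectin into matrix | Input: 10000 AH1F cells/well | Medium: DMEM plus 2% serum, read in PBS | Reagent: Alexa488-fibronectin, 24 nM final in well | Compound dosing: One dose per compound, pinned | Schedule: 1 h adhesion, overnight exposure | Measured by: Fluorescence at 485 nm excitation, 525 nm emission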
PGC1a acetyl inh = modulators of PGC1a acetylation; inhibition, % at 15.6 µM; AID 651687; hit rate 0.17% among 350,000; U2OS PGC1a acetylation, AlphaScreen anti-acetyl-lysine; with virally co-expressed GCN5 acetyltransferase;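 active = every replicate shows inhibition of at least 40%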;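 note: 0% = neutral control wells and 100% = positive control wells; some results beyond the cut were filed as inactive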
C2C12 statin = suppressors of simvastatin-induced myotoxicity in C2C12 myotubes; hit rate 0.78% among 330,000; AID 602340; rescue of ATP level, % at 7.49 µM; ATP luminescence, 48 h; scaled: DMSO 0, geranylgeraniol control 100;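 active = mean ATP rescue above about 67%, or every replicate alone reaching that limit, limit read from the data, passing the limit was not always enough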;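 note: myotubes were challenged with 10 µM simvastatin during compound exposure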
PglD DTNB = inhibitors of Campylobacter jejuni PglD acetyltransferase; hit rate 0.098% among 360,000; purified PglD enzyme, DTNB colorimetric CoA detection; AID 602405; inhibition, % at 12.5 µM; in the data active = inhibition above about 16%, passing the limit was not always enough; note: strong numbers were not always called active
Cneo AK release = causes C. neoformans cell lysis. hit rate 0.2% among 360,000. AID 651654. adenylate kinase release luminescence, 4 h; normalised: neutral wells 0, clomiphene wells 100. lysis activity, % at 15 µM;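 active = mean lysis activity across replicates of at least 80%, whatever share of replicates individually reach that level; inactive = mean lysis activity below 80%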
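Assay system: log-phase C. neoformans yeast / Quantity: yeast cell density of 5 × 10^6 cells/mL / Medium: fresh YPD growth medium / Compound: single dose / Timing: static 4 h at 37 °C with compound, 1 h detection / Measured by: adenylate kinase release luminescence / Read-out: lysis from increased AK signal / Benchmarks: Clomiphene as positive lysis control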
GSIS activator = GLuc luminescence reporter in INS-1E cells, primary screen for activators of glucose-dependent secretion of insulin. INS-1E GLuc reporter insulin secretion, 2-3 h. activation, % at 16.6 µM. hit rate 0.61% among 370,000. AID 743287;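 active = lowest replicate activation of at least 40%, so every replicate reaches that level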;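 note: 0% = median of neutral control wells and 100% = median of IBMX positive control wells; some compounds called inactive have numbers as strong as hits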
miR122 inh = miR-122 inhibition in Huh7 cells | Huh7 miR-122 Renilla luciferase sensor, 48 h; neutral wells = 0, positive control = 100 | activation (reporter increase), % at 12.5 µM | hit rate 0.3% among 340,000;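 active = mean replicate activation score at least 90 and every replicate individually at or above 90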;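 note: higher luciferase means less miR-122 activity so hits act as miR-122 inhibitors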
* marks the source's active call; other numbers are inactive results; . = no result given; & = joins results of further samples; [ ] = another dose, or the depositor's remark. An unsorted share of the library; overall some 2.1% were active at least once.

Screens in order: Cneo AK release	PGC1a acetyl inh	miR122 inh	PglD DTNB	CFTR F508del cor	GSIS activator	C2C12 statin	FN deposition inh
> CCOC(=O)c1ccc(N2Cc3ccccc3C2=NC(=O)c2cccc([N+](=O)[O-])c2)cc1
→ .	-3	.	.	-2.8	4	.	-7
> CCC(=O)N1C[C@@H](C)[C@@H](OC)CN(C)C(=O)c2cc(NC(=O)c3ccccc3)ccc2OC[C@H]1C
→ -1	1	1[16.7 µM]	-4	-0.7	-6	7	7
> COc1ccc(Cn2nnnc2C(c2cccs2)N2CCN(c3ccccc3)CC2)cc1 (stereo not drawn)
→ 2	2	2	-2	.	.	0	.
> C[C@H](NC(=O)[C@H]1[C@H](CO)[C@H]2Cn3c(ccc(-c4cccnc4)c3=O)[C@@H]1N2C)c1ccccc1
→ 0	.	-2[16.7 µM]	2	-1.7	18	-4	.
> CS(=O)(=O)N1CCc2cc(C(=O)NC3CC3)ccc21
→ .	-1	.	.	0.6	-12	.	-2
> CCCNC(=O)N(C)C[C@@H]1Oc2cc(C#C[C@@H](C)O)ccc2S(=O)(=O)N([C@H](C)CO)C[C@H]1C
→ 1	-7	3[16.7 µM]	2	-4.0	1	0	-6
> CC(=O)Nc1ccc(NC(=O)CSc2ccc(-c3cccnc3)nn2)cc1
→ 1	.	-1	0	2.2	-4	-1	-11
> CCOC(=O)/C=C/C(=O)Nc1ccc(-c2nnc3n2CCCCC3)cc1
→ 1	-6	-5	2	-1.0	-1	-1	-4
> CCOc1ccc(S(=O)(=O)N2CCN(Cc3ccccc3)CC2)cc1
→ 3	0	0	-2	-2.4	2	0	-2
> C[C@H](CO)N1C[C@H](C)[C@@H](CN(C)Cc2cccc(F)c2)Oc2ncc(-c3cccc(F)c3)cc2C1=O
→ .	-14	-6[16.7 µM]	.	-1.4	-12	-2	-16
> C[C@@H]1CN([C@@H](C)CO)C(=O)Cc2cc(NC(=O)Nc3ccc4c(c3)OCO4)ccc2O[C@@H]1CN(C)Cc1ccc(C(F)(F)F)cc1
→ -2	1	2[16.7 µM]	-1	1.6	-1	-57	.
> Cc1noc(C)c1CSCC(=O)N(C)CC(=O)Nc1ccccc1Cl
→ -1	5	-2	0	-1.6	9	3	5
> COc1cccc(-c2nn(-c3ccccc3)cc2CNC(C)Cn2cncn2)c1 (stereo not drawn)
→ -1	4	-1	-5	0.5	-5	-8	1
> Cc1cccc(NC(=O)[C@@H]2CCCN2C(=O)OC(C)(C)C)c1C
→ -13	.	.	-5	4.2	4	3	4
> Cc1ccc2oc(=O)cc(CN3CCN(Cc4ccccc4)CC3)c2c1
→ 2	4	2	6	-0.2	-3	-3	-2
> C/C(=N\NC(=O)C1COc2ccccc2O1)c1ccccn1 (stereo not drawn)
→ 0	12	6	-3	.	20	0	8
> COc1ccc(-n2c(CCc3ccccc3)n[nH]c2=S)cc1
→ -1	3	-4	2	2.1	8	2	13
> CCc1ccc(C2NC(=S)NC3=C2C(=O)N(c2ccccc2OC)C(c2ccc(CC)cc2)N3)cc1 (stereo not drawn)
→ 0	-13	13	-2	.	127*	.	-17
> Cc1cc(OCC(=O)N2CCC(C(=O)O)CC2)c2c(C)c(C)c(=O)oc2c1
→ -2	2	-4	5	2.2	.	4	.
> O=S(=O)(c1ccc(NC(=S)NN=Cc2ccccc2O)cc1)N1CCCCC1
→ .	9	20	.	-0.6	-15	.	14
> CCOC(=O)c1c(C)n(C)c2ccc(OC)c(NC(=O)CN3CCSCC3)c12
→ 1	12	2	-3	.	.	-18	0
> O=C(Nc1cccc(F)c1)OC(CN1CCCCC1)C(F)(F)F (stereo not drawn)
→ 4	-4	-3	-2	.	.	-1	.
> COc1cc(NS(=O)(=O)c2ccc(NC(=S)NC(=O)C(C)(C)C)cc2)nc(OC)n1
→ 1	10	-28	3	-3.3	9	1	.
> C[C@H](CO)N1C[C@H](C)[C@H](CN(C)Cc2ccc(-c3ccccc3)cc2)Oc2ccc(NC(=O)NC3CCCCC3)cc2CC1=O
→ -1	-8	-10[16.7 µM]	3	-5.2	-6	-12	.
> Cc1ccc(N2CC(C(=O)OCc3nnc(-c4ccccc4)o3)CC2=O)cc1 (stereo not drawn)
→ -1	.	.	1	0.7	-6	-7	-1
> CC1(C(=O)NS(=O)(=O)c2ccc(F)cc2F)CCN1C(=O)CC1CC1 (stereo not drawn)
→ -19	.	.	-2	-2.4	-4	5	0
> CCOC(=O)/C=C/C(=O)N1CCN(C(=O)/C=C/C(=O)OCC)CC1
→ -1	-7	-9	2	1.3	-16	.	-10
> COc1ccc(CCN2C(=O)[C@@]3(Cc4ccccc42)c2ccccc2C(=O)N(Cc2ccccc2C(F)(F)F)[C@H]3c2ccc(CO)cc2)cc1
→ 2	9	.	-1	-2.3	.	.	.
> CN1C(=O)c2cc(NC(=O)Nc3ccccc3)ccc2OC[C@@H]2O[C@H](CC(=O)O)CC[C@@H]21
→ 0	.	.	2	.	3	-17	-3
> CCCc1cc(=O)oc2cc(OC(C)C(=O)NCC3CCC(C(=O)O)CC3)c(Cl)cc12 (stereo not drawn)
→ 3	-7	-3	1	-2.4	7	-20	.

Full records from above. Screens in order: Cneo AK release	PGC1a acetyl inh	miR122 inh	PglD DTNB	CFTR F508del cor	GSIS activator	C2C12 statin	FN deposition inh
Profile of CCOc1ccc(S(=O)(=O)N2CCN(Cc3ccccc3)CC2)cc1 = 3	0	0	-2	-2.4	2	0	-2
Profile of COc1ccc(-n2c(CCc3ccccc3)n[nH]c2=S)cc1 = -1	3	-4	2	2.1	8	2	13
Profile of CCCNC(=O)N(C)C[C@@H]1Oc2cc(C#C[C@@H](C)O)ccc2S(=O)(=O)N([C@H](C)CO)C[C@H]1C = 1	-7	3[16.7 µM]	2	-4.0	1	0	-6
Profile of C[C@H](NC(=O)[C@H]1[C@H](CO)[C@H]2Cn3c(ccc(-c4cccnc4)c3=O)[C@@H]1N2C)c1ccccc1 = 0	.	-2[16.7 µM]	2	-1.7	18	-4	.

Later entries
Screens in order: Cneo AK release	PGC1a acetyl inh	miR122 inh	PglD DTNB	CFTR F508del cor	GSIS activator	C2C12 statin	FN deposition inh
> COc1ccccc1NC(=O)c1ccc(COc2ccc3c(c2)CCC3)cc1
→ -1	0	-2	3	.	-2	2	7
> C[C@H]1CN([C@@H](C)CO)C(=O)c2cc(-c3ccccc3F)cnc2O[C@H]1CN(C)C(=O)C1CCOCC1
→ -2&1	9&3&2	-4	-4&1	2.1&1.3&-2.1	3&18	3&-1&4	1
> COc1ccc(NC(=O)Nc2cccc3c2O[C@H](CN(C)Cc2ccc(Oc4ccccc4)cc2)[C@H](C)CN([C@@H](C)CO)C3=O)cc1
→ -3	15	-8[16.7 µM]	1	3.0	-11	8	.
> C[C@H]1CN([C@@H](C)CO)S(=O)(=O)c2ccc(-c3ccc(C(=O)N(C)C)cc3)cc2O[C@@H]1CN(C)C(=O)C1CC1
→ .	2	10[16.7 µM]	.	-1.0	-22	24	.
> Cc1noc(C)c1NC(=O)Nc1ccc2c(c1)C(=O)N([C@@H](C)CO)C[C@H](C)[C@@H](CN(C)Cc1ccc3c(c1)OCO3)O2
→ 52	-3	2[16.7 µM]	6	-2.5	21	8	.
> CC1CC(C)CN(S(=O)(=O)c2ccc(C(=O)NNC(=O)c3ccccc3F)cc2)C1 (stereo not drawn)
→ 0	4	1	1	4.4	-5	4	-3
> CC(C)CCNC(=O)CN1N=C(c2ccc(Cl)cc2)CCC1=O
→ 0	-2	.	-1	-3.2	-5	1	-3
> Cc1cccc(NC(=O)Nc2ccc3c(c2)C(=O)N(C)[C@@H]2CC[C@@H](CC(=O)O)O[C@@H]2CO3)c1
→ -4	2	-8[16.7 µM]	0	0.6	0	7	-19
> O=C1OC(c2ccccc2)(c2ccc3cc(O)ccc3c2)c2ccccc21 (stereo not drawn)
→ 2	-1	23	4	.	.	-7	6
> N#C/C(=C\c1ccc(OC(F)F)cc1)C(=O)N1CCCCC1
→ -8	-4	-2	2	-0.6	-17	.	-2
> CC(=O)N1CCN(c2ccnc3cc(Cl)ccc23)CC1
→ -5	6	.	-3	3.9	.	-6	4
> COCC#Cc1ccc2c(c1)O[C@H](CN(C)CC1CCCC1)[C@@H](C)CN([C@H](C)CO)S2(=O)=O
→ 6	-17	31[16.7 µM]	0	1.2	0	-107	-5
> O=C(Nc1nccs1)c1cn(-c2ccccc2)nc1-c1ccccc1
→ 64	0	-1	0	.	-3	11	.
> Nn1c(SCc2ccc(C(=O)O)cc2)nnc1-c1ccc(Cl)cc1Cl
→ 0	-5	4	0	-2.2	19	-9	1
> CO[C@@H]1CN(C)C(=O)c2cc(NC(=O)c3cnccn3)ccc2OC[C@@H](C)N(CC2CC2)C[C@@H]1C
→ .	7	.	.	1.3	4	.	-2
> Cc1ccc(S(=O)(=O)Nc2ccc3c(c2)CC(=O)N([C@@H](C)CO)C[C@H](C)[C@H](CN(C)S(C)(=O)=O)O3)cc1
→ -1	-4	4[16.7 µM]	5	-3.3	21	22	7
> N#Cc1cc2c(nc1Cl)CCC2
→ 0	-20	-4	9	-0.4	0	10	4
> NC(=S)Nc1cc(Cl)cc(Cl)c1
→ 0	-3	49	-5	-0.8	-5	.	-2
> O=C(CCn1c(=O)oc2ccccc21)N1CCN(c2ccccc2Cl)CC1
→ 1	9	11	3	.	.	-46	3
> CCc1[nH]nc2c1C(C(C)C)C(C#N)=C(N)O2 (stereo not drawn)
→ -12	-4	-2	-3	.	.	-2	-4
> CCOC(=O)C1CCCN(C(=S)NC(=O)/C=C/c2ccc(F)cc2)C1 (stereo not drawn)
→ 1	2	2	-6	1.1	20	3	-24
> CCC(C)N(C(=O)CSc1nc(C)nc2ccccc12)C1CCS(=O)(=O)C1 (stereo not drawn)
→ 1	1	4	2	-2.5	5	-4	1
